PDI inh: blocks human protein disulfide isomerase activity; P07237; PDI insulin aggregation turbidity, A650, 90 min; inhibition, % at 10 µM; 350,000 compounds, 0.052% hits;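 active = mean inhibition across replicates of 30% or more, whatever share of single replicates reach that level; inconclusive = mean inhibition below 30% while every single replicate reaches 30%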;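 note: absorbance from insulin aggregation driven by PDI reduction with DTT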
Target sequence (P07237 whole entry, looked up): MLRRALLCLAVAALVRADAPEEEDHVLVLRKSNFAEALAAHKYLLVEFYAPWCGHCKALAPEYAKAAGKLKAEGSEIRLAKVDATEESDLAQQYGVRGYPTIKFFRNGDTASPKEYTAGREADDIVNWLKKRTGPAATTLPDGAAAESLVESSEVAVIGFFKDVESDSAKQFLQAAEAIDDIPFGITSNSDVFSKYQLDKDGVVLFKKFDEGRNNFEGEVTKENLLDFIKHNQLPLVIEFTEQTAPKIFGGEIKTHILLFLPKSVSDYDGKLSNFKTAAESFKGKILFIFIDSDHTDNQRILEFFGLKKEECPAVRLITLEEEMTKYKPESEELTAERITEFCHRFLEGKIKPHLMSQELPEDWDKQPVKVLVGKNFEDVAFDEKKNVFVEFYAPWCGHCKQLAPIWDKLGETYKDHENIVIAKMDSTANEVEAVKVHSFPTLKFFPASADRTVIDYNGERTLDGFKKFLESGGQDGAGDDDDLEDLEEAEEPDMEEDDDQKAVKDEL
H9c2 protect: protects H9c2 cardiomyocytes from peroxide injury | 360,000 compounds, 0.63% hits | protection from H2O2 cell death, % at 20 µM | H2O2 injury protection, ATPLite, 2 h | AID 588492;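 active = compounds giving at least 50% protection of heart cells from peroxide-induced death in the single-dose screen, raw or plate-pattern-corrected value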;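 note: 0% = DMSO wells with peroxide and 100% = DMSO wells without peroxide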
m5-HT2A agonist: agonists of mouse serotonin 5-HT2A receptor (HTR2A); activation, % at 7.6 µM; AID 624169; CHO-K1 mHTR2A beta-arrestin complementation, luminescence; percent of 30 µM serotonin response; 360,000 compounds, 0.66% hits; P35363;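 active = activation above a run cutoff, the mean activation of all tested compounds plus 3 SD, cut at about 14% in these data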;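 note: 0% = plate median of compound wells and 100% = 30 µM serotonin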
N-glyco inh: N-linked glycosylation inhibition | D54 ERlucT glycosylation luciferase reporter, 24 h; percent of 100 nM tunicamycin response | reporter increase, % at 12.5 µM | 360,000 compounds, 0.23% hits | AID 588692;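 active = mean luciferase reporter signal, scaled so untreated is 0 and the glycosylation-blocking control 100, at or above a set limit in every replicate; inconclusive = mean reaches the limit but not every replicate does; inactive = mean below the limit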;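 note: luciferase carries N-glycosylation sites so blocking glycosylation raises the light; 0% = median of neutral control wells and 100% = median of 100 nM tunicamycin wells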
Granule exo inh: blocks lytic granule exocytosis; inhibition, % at 10 µM; 360,000 compounds, 0.66% hits; AID 651702; TALL-104 LAMP-1 surface exposure, flow cytometry; cells stimulated with thapsigargin and PMA;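 active = inhibition above about 55%, limit read from the data; inconclusive = no clear call, values can overlap the other calls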
MC4R ag barr: activates human MC4R beta-arrestin recruitment; 360,000 compounds, 0.98% hits; AID 540308; activation, % at 8.9 µM; P32245; U2OS MC4R beta-arrestin complementation, luminescence; percent of melanotan II response, DMSO zero;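 active = activation above a per-plate cutoff, the mean activation of sample wells on that plate plus 3 SD, cut at about 8% in these data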
Target sequence (P32245 whole entry, looked up): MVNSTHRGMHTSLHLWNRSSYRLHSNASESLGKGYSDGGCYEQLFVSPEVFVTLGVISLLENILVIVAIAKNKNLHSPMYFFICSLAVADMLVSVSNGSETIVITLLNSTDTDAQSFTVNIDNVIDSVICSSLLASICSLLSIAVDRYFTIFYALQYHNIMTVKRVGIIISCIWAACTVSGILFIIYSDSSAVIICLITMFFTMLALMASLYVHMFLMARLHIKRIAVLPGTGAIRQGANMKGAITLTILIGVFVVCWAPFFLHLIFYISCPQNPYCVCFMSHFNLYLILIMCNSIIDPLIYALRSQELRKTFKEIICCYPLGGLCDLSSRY
MC4R antag cAMP: human MC4R antagonism in cAMP assay | 360,000 compounds, 0.48% hits | inhibition, % at 6.5 µM | MC4R-expressing cells, MTII-stimulated cAMP, LANCE TR-FRET;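 active = inhibition above its plate's cutoff, the mean of tested wells on that plate plus 3 SD, cut at about 29% in these data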;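 note: 0% = Melanotan II alone and 100% = Melanotan II plus saturating MCL0020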
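material = U2OS cells stably expressing human melanocortin 4 receptor (MC4R) | also added = Melanotan II challenge | dosing = single nominal compound dose of 6.5 µM | detection = TR-FRET with Eu-cAMP and labeled anti-cAMP, 671 nm | replication = singlicate | timing = compound 30 min, challenge 1 h, detection 1 h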
CaV13 FRET inh: Disruptors of the CACNA1D IQ motif to Ca2+-dependent inactivation inhibitor domain association, primary screening, Förster resonance energy transfer in intact living … | HEK cells, CFP/YFP FRET ICDI-IQ, plate reader, 10 min; percent FRET-ratio fall versus neutral wells | 340,000 compounds, 0.098% hits | inhibition, % at 12.3 µM | AID 743397;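 active = mean replicate inhibition of at least 30% and at least 1% of replicates passing that level; inconclusive = only one of the two criteria is met; inactive = neither criterion is met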;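 note: 0% = median of the neutral control wells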
ABCB6 inh 2: human ABCB6 transporter inhibition; fluorescence ratio to DMSO, % at 10 µM; Q9NP58; K562-ABCB6 porphyrin accumulation, flow cytometry, 1 h; hits give low values; 360,000 compounds, 0.19% hits;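 active = fluorescence ratio to DMSO below 75%, the collection mean minus 3 SD; inconclusive = too few cells collected in the well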;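 note: signal is porphyrin accumulated inside mitochondria; 100% equals median channel fluorescence of DMSO control wells; lower ratio means ABCB6 inhibition with less porphyrin fluorescence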
ABHD5-PLIN5 inh: blocks binding of human ABHD5 to perilipin-5. Q00G26+Q8WTS1. Split G. princeps luciferase complementation, luminescence, 4 h. inhibition, % at 4 µM. 360,000 compounds, 0.78% hits;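 active = inhibition above the mean inhibition across every tested compound plus 3 SD, cut at about 22% in these data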;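 note: 0% = DMSO only wells and the 100% control is not disclosed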
An asterisk follows results filed as active; ? = inconclusive; nt = not tested or not shown.

SMILES	PDI inh	H9c2 protect	m5-HT2A agonist	N-glyco inh	Granule exo inh	MC4R ag barr	MC4R antag cAMP	CaV13 FRET inh	ABCB6 inh 2	ABHD5-PLIN5 inh
CC(C)[C@H](NC(=O)c1cc2cc(Cl)ccc2n1C)C(=O)N1CCC(C(=O)O)CC1	3	-2	-9	1	9	-1.0	18	-3	90	-7
COc1ccc(C(=O)CCS(=O)(=O)c2ccc(F)cc2)cc1OC	-3	-17	7	-3	32	-4.2	13	-10	100	21
Cc1ccc(S(=O)(=O)N2C[C@H]3C(=O)C[C@@H](c4ccccc4F)N(S(=O)(=O)c4ccc(C)cc4)[C@H]3C[C@H]2c2ccccc2F)cc1	nt	4	4	-2	-3	nt	nt	-6	98	20
CC1Cc2ccccc2N1C(=O)c1ccc(Br)o1 (centres undefined)	1	-11	2	-3	-2	-2.3	-8	5	94	8
CNC(=O)C(=O)NCC(c1cccs1)S(=O)(=O)c1ccc(C)cc1 (centres undefined)	2	4	-6	-1	-11	0.3	26	-2	99	-1
CC(C)Oc1ccc(C(CCN)C2CCCCC2)cc1 (centres undefined)	2	-24	5	-3	23	2.5	7	-19	98	6
Cc1c(C(=O)NCCN(C)C)oc2ccc(S(=O)(=O)N3CCCC3)cc12	-5	4	-5	-4	15	1.4	8	-2	100	0
Cc1ccc(NC(=S)NNC(=S)Nc2ccc(C)cc2)cc1	0	-17	0	8	0	2.9	1	-2	95	-19
COc1ccc(OCC(O)CNS(=O)(=O)c2cccs2)cc1 (centres undefined)	3	0	-2	-4	14	-2.6	9	-4	106	3
CCCCN(C(=O)c1cnc(C)cn1)c1c(N)n(CCC)c(=O)[nH]c1=O	0	-7	6	1	7	0.8	-4	-5	96	15
CSc1ncccc1C(=O)OCc1ccccc1	7	-4	-4	-2	-6	-1.4	-2	-5	95	-1
COc1cccc(C2C([N+](=O)[O-])=C(N)Oc3cc(C)oc(=O)c32)c1 (centres undefined)	-2	3	2	-2	-4	-2.9	2	-5	97	2
c1ccc(CNCc2ccco2)cc1	2	2	1	2	1	-0.9	2	-6	103	4
CCOc1ccc(CN2CCNC(=O)C2CC(=O)N(C)Cc2nonc2C)cc1 (centres undefined)	0	-3	11	4	6	1.4	1	-5	98	-4
COc1ccc(S(=O)(=O)N2CCC(=O)N2)cc1	-6	-4	2	nt	-3	-0.5	5	-8	107	1

Of the compounds above, 3 contain a furan ring, fused or not:
SMILES	PDI inh	H9c2 protect	m5-HT2A agonist	N-glyco inh	Granule exo inh	MC4R ag barr	MC4R antag cAMP	CaV13 FRET inh	ABCB6 inh 2	ABHD5-PLIN5 inh
CC1Cc2ccccc2N1C(=O)c1ccc(Br)o1 (centres undefined)	1	-11	2	-3	-2	-2.3	-8	5	94	8
Cc1c(C(=O)NCCN(C)C)oc2ccc(S(=O)(=O)N3CCCC3)cc12	-5	4	-5	-4	15	1.4	8	-2	100	0
c1ccc(CNCc2ccco2)cc1	2	2	1	2	1	-0.9	2	-6	103	4

The results go on.
SMILES	PDI inh	H9c2 protect	m5-HT2A agonist	N-glyco inh	Granule exo inh	MC4R ag barr	MC4R antag cAMP	CaV13 FRET inh	ABCB6 inh 2	ABHD5-PLIN5 inh
Cc1c(C=N)c(O)n(C)c(=O)c1C#N	1	2	7	0	-6	0.1	8	2	95	-1
Cc1nnc(NC(=O)c2ccccc2C(=O)O)s1	-2	-5	3	-2	-1	2.4	-4	-4	101	10
COc1ccccc1CCC(=O)NNC(=O)c1ccc(Br)cc1	-6	4	3	0	-12	-0.1	13	-2	94	-2
COC(=O)c1ccc(NC(=O)c2cccc(NC(=O)c3ccco3)c2)cc1	-1	-6	-3	-1	-10	-1.1	5	-17	90	-2
C/C(Cc1ccccc1)=N\NC(=O)CNC(=O)Cc1ccc(Cl)cc1	5	-4	-3	3	0	-0.3	15	-3	100	0
COc1ccc(S(=O)(=O)N2CCOCC2)cc1NC(=O)CNC(=O)c1cccs1	5	-4	-3	0	-1	-4.3	12	-6	92	0
CCCC1(C)Nc2ccccc2-c2nc3ccccc3n21 (centres undefined)	-2	-3	-2	3	0	-2.5	0	-3	95	-3
CCOC(=O)Cn1nnnc1C(C(C)C)N(Cc1cc2c(C)cc(C)cc2[nH]c1=O)C1CCCC1 (centres undefined)	0	28	-5	-1	3	3.3	-6	-7	97	-4
Cn1nc(C(=O)OCc2ccc(F)cc2)c2ccccc2c1=O	0	-8	5	1	-2	1.2	5	3	95	2
COC(=O)c1cc(C(=O)Nc2ccc(S(N)(=O)=O)cc2)cc([N+](=O)[O-])c1	-14	-3	4	3	4	-2.3	-3	-1	93	3
COc1ccc2oc3cc(C)[n+]([O-])c(-c4ccc(Cl)cc4)c3c2c1	1	7	2	-2	3	-1.4	7	-7	96	5
CCn1c(SCC(=O)N2CCCC2)nnc1-c1ccco1	6	-3	-3	2	-5	0.0	8	-7	98	3
CCOC(=O)/C(C#N)=C/c1c(Oc2cccc(C)c2)nc2ccccn2c1=O	-3	6	2	3	-3	-2.1	14	-1	97	0
C[C@H](NC(=O)c1ccc(Br)cc1)C(=O)NCc1ccc(S(N)(=O)=O)cc1	-4	1	0	-1	7	-0.3	4	3	83	-2
COc1ccccc1CNC(=O)CSc1nc(-c2ccccc2)cn1N	8	3	1	1	2	0.2	10	-5	98	10
Nc1nc(-c2ccc(Br)cc2)cc(C(F)(F)F)n1	-2	4	0	-1	-4	2.6	-5	-4	90	-1
S=C(NCc1ccc(Cl)cc1)Nc1ccc(Cl)cc1Cl	0	-12	0	-3	-3	2.4	1	-3	97	-2
C=CCn1c(SCC(=O)NC2CC2)nnc1-c1ccccn1	1	5	3	1	-1	-0.9	10	-6	97	0
Cc1nc(NS(=O)(=O)c2ccccc2)sc1NC(=O)Nc1ccccc1	-7	3	3	1	0	-4.0	0	-2	93	-6
COc1cccc(C(=O)N2CCCN(C)CC2)c1OC	0	2	5	2	-5	1.3	0	3	100	4
CCOC(=O)c1[nH]c(C)c(CN(CCc2ccccc2)S(C)(=O)=O)c1C	nt	-1	-2	-2	-1	-1.4	12	-2	102	2
COc1cc(NC(=O)[C@@H](NC(=O)N2CCn3c2nc2ccccc23)C(C)C)cc(OC)c1	3	0	-5	-1	-2	-0.5	-4	-3	92	2
Fc1ccccc1/C=N/Nc1nn[nH]n1	5	14	-1	2	0	-1.9	3	-5	98	2
CC(C)c1ccc(CNNC(=O)c2ccccc2)cc1	0	1	1	3	0	-3.7	-3	-3	102	-8
Cc1ccc(S(=O)(=O)N2CCC(C(=O)OCC(=O)N(C)C3CCCCC3)CC2)cc1C	-7	-17	0	1	-4	0.8	12	-4	90	-12
Cc1c(Cl)c(C(F)(F)F)nn1CC(=O)N1CCSCC1	-1	-3	0	1	-1	-0.2	-2	nt	99	0
Cc1sc2nc(CSC(C)C(=O)N3CCOCC3)[nH]c(=O)c2c1C (centres undefined)	-4	12	1	3	-2	-2.2	-2	-6	100	0
COC(=O)CCc1n[nH]c(=O)[nH]c1=O	1	-4	6	-1	0	-1.2	-6	-6	99	5
COc1ccc2c(c1)c(=O)cc(-c1ccccc1)n2C	-1	-5	4	2	1	0.1	19	-4	92	1
CCN(CCCNC(=O)CN(C)S(=O)(=O)c1ccc2c(c1)CCC(=O)N2)c1cccc(C)c1	-7	0	-5	-3	8	-2.0	4	-5	95	1
Cc1cc(Cl)ccc1N(CC(=O)N=Nc1c(O)[nH]c2ccccc12)S(C)(=O)=O	-45	10	0	0	0	2.2	-6	-4	97	6
O=C(OCc1nc2ccccc2s1)c1ccc([N+](=O)[O-])o1	1	23	0	-1	9	2.5	-3	nt	165	1
COc1ccccc1CNC(=O)COC(=O)C1CCN(S(=O)(=O)c2ccccc2)CC1	-4	4	-4	0	-2	-2.8	8	-14	86	-16
O=C(NCc1ccccc1)C(C1CC1)n1c(-c2cccs2)nc2ccccc21 (centres undefined)	nt	nt	1	nt	14	nt	nt	-10	nt	8
Cc1oc(-c2cccc3ccccc23)nc1CN1CCC[C@H]1CO	-2	3	-4	-1	13	-3.0	7	1	100	0
Cc1nnc2n1N=C(c1ccc(OC(F)F)cc1)C(C)S2 (centres undefined)	-4	1	-1	1	-9	-0.9	3	-3	108	0
C/C=C/c1ccc(OCC(O)CN2CCCCCCC2)c(OC)c1 (centres undefined)	4	-9	-2	-1	-1	-2.1	0	4	90	-7
O=[N+]([O-])c1ccc(Cl)cc1NCC1CCCO1 (centres undefined)	-3	-3	3	-1	?	-1.9	-1	-2	100	1
Cc1c(C(=O)O)sc(=S)n1CCOc1ccccc1	10	-4	3	2	2	-1.9	3	nt	100	8
CCCN(CCC)S(=O)(=O)c1ccc(C(=O)Nc2cccnc2)cc1	-3	-2	1	0	5	-0.2	10	-4	97	4
CCOC(=O)C(C#N)(Cc1ccc2ccccc2n1)Cc1ccc2ccccc2n1	2	3	-1	-5	-25	-0.2	1	-5	90	0
NCCCCCc1nnc(SCc2ccccc2Cl)o1	16	2	-1	0	4	-1.9	3	-4	95	6
O=C(CN1C(=O)C2CCCCC2C1=O)OCc1nnc(-c2ccccc2)o1 (centres undefined)	3	-7	5	0	6	-2.1	5	-1	99	-2
O=C(O)C(=Cc1cc2c(cc1[N+](=O)[O-])OCO2)c1cc2c(cc1Br)OCO2	12	5	5	-3	0	-1.8	-2	-11	100	-7
O=C1CCC([N+](=O)[O-])C(c2cc3c(cc2Br)OCO3)N1 (centres undefined)	-4	12	7	-2	-3	1.5	-2	-19	100	4
CCCCNC(=O)c1onc(CSc2ccccc2C)c1C(=O)O	-3	2	-1	2	4	1.4	6	-5	101	-2
COc1ccc(NC(=O)Nc2cccc3cccnc23)cc1	-8	-12	-1	-4	3	-0.4	-2	nt	99	-1
O=S1(=O)c2c(Oc3cccc4ccccc34)cccc2OC(COCc2ccccc2)CN1C1CCCC1 (centres undefined)	2	-5	1	-2	8	-2.1	3	-9	97	1
CN(C)CCNC(=S)Nc1ccc(-c2nc3ccccc3[nH]2)cc1	-3	-9	-2	-12	-3	0.8	19	-2	101	4
CCN1C2=C(C(=O)CCC2)C(c2ccc(O)c(Br)c2)C2=C1CCCC2=O	4	2	-5	0	-6	-0.1	-1	-5	105	0
CCOc1ccc(NC(=O)Cn2nc(-c3ccccc3Cl)n(CC)c2=S)cc1	-10	0	-2	-3	-1	0.5	5	-5	102	-5
OCCC1CN(Cc2nc3ccccc3s2)CCN1CCc1ccccc1 (centres undefined)	0	-4	-6	-1	0	-0.9	12	-7	104	2
CC(=O)N[C@@H](C)C(=O)N1CCN(S(=O)(=O)c2ccc(Cl)cc2)CC1	0	2	1	-1	-2	-2.9	15	-4	97	-1
COc1ccc(S(=O)(=O)N(C)C[C@H]2Oc3ccc(NC(=O)C4CC4)cc3C(=O)N([C@H](C)CO)C[C@@H]2C)cc1	-2	19	0	2	-2	-2.1	2	-5	95	14

Source: PubChem BioAssay
